High-throughput results deposited in PubChem by National Center for Advancing Translational Sciences (NCATS).
USP1-UAF1 inh = inhibitors of human USP1/UAF1 deubiquitinase | AID 743255 | Potency, µM (doses to about 57.1 µM), inactives show at the highest dose activity change, negative = inhibition, usual class: inhibitors | recombinant USP1/UAF1, Ub-Rhodamine cleavage fluorescence | 0.23% of 390,000 active; note: potency is the fitted concentration of half-maximal effect; % is set by controls: 0 for no effect and ±100 for the full control effect; nearly all actives have a fitted effect of over 60% in size; inactives centre near -12
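1 nM enzyme complex + cpd, 15 min RT; start with Ub-Rho 150nM final; kinetic fluorescence ex 480/em 540, 6 reads q60 s. Buffer 50mM HEPES pH 7.8, 0.5mM EDTA, 0.1 mg/ml BSA, 1mM TCEP, 0.01% Tween-20.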
PI4K2A inh = PI4K2A (human) kinase inhibition; purified PI4K2A, ADP-Glo luminescence, 1 h; stronger effect = lower value; Q9BTU6; 0.13% of 420,000 active; activity change, negative = inhibition, % at 76.9 µM; in the data active = activity change below about -50%; inconclusive = mostly about -30% to -49%;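 note: -100% = wells without enzyme as full effect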
Target sequence (Q9BTU6 whole entry, looked up): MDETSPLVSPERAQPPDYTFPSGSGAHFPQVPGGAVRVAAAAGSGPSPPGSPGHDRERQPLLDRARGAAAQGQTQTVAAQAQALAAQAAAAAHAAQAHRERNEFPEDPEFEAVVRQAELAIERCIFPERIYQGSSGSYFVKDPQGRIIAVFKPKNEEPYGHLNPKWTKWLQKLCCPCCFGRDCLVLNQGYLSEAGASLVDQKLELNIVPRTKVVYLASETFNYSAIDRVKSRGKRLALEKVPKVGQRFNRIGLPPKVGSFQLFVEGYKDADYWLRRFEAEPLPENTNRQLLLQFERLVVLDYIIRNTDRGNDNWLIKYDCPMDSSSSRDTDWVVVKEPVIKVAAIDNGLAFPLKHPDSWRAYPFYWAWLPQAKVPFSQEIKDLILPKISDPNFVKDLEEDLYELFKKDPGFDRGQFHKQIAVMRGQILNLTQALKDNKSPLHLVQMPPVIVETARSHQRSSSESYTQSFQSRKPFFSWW
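PI4K2A activity was measured by ADP-Glo luminescence: enzyme (4 ug/mL stock) and phosphatidylinositol (1.2 mM stock) in Tris pH 7.5/MgCl2/EGTA/Triton X-100 buffer were reacted with ATP (300 microM stock) for one hour at ambient temperature.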
TrxR1 substrate = rat thioredoxin reductase 1 substrate activity. 0.01% of 390,000 active. O89049. AID 588456. purified TrxR1 substrate turnover, NADPH consumption readout. Potency, µM (titrated, usually from 114 µM), without a hit: top-dose activity change, negative = substrate turnover; note: potency is the fitted concentration of half-maximal effect; % is set by controls: 0 for no effect and ±100 for the full control effect; nearly all actives have a fitted effect of over 50% in size
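Rat TrxR1, dispensed at 90 nM, was prereduced with 400 uM NADPH (final) for 5 min at ~22 deg C, then incubated with compound 15 min before 400 uM selenite. A first-read NADPH fluorescence drop versus no-compound background flagged substrates.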
HP1b binding inh = HP1-beta chromodomain-methylated histone interaction inhibition. P83916. AlphaScreen HP1-beta / biotin-H3K9me3 peptide binding. Potency, µM (doses to about 114 µM), without a hit: at the highest dose activity change, negative = inhibition, actives largely listed as inhibitors. 0.56% of 390,000 active. AID 540317; note: potency is the fitted concentration of half-maximal effect; nearly all actives have a fitted effect of over 70% in size; inactives centre near 23
Target sequence (P83916 whole entry, looked up): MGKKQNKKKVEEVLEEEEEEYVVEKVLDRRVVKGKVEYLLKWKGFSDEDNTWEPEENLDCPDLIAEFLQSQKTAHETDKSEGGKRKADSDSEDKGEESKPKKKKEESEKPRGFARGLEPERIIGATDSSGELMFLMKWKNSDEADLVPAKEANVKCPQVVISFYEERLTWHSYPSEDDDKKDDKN
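HP1-beta protein (50 nM final) preincubated 30 min at room temperature with biotinylated H3(1-18)K9me3 peptide (50 nM) in PBS pH 7.4, 0.01% Tween-20, then compound added for 30 min. AlphaScreen streptavidin donor/nickel chelate acceptor beads (10 ug/mL final), 30 min dark, luminescence read.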
Tb PGK inh = T. brucei PGK inhibition; Potency, µM (top dose mostly 57.5 µM), without a hit: at the highest dose activity change, negative = inhibition, hits mostly inhibitors; 0.043% of 380,000 active; PGK/GAPDH coupled, Kinase-Glo luminescence, 60 min; P07378; note: potency is the fitted concentration of half-maximal effect; % is set by controls: 0 for no effect and ±100 for the full control effect; nearly all actives have a fitted effect of over 60% in size
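Recombinant glycosomal PGK reaction used 1,3-bisphosphoglycerate generated in-well by GAPDH (100nM final) in 100mM TEA pH 7.6, 5mM MgCl2, 0.01% Tween-20. After 60 minutes at room temperature, ATP was read by Kinase-Glo Plus luminescence end-point.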
IDH1 R132H inh = blocks human mutant IDH1 R132H enzyme; O75874; IDH1-R132H enzyme, NADPH consumption, diaphorase/resazurin fluorescence; Potency, µM (doses to about 76.6 µM), for the others: at the highest dose activity change, negative = inhibition, usual class: inhibitors; 0.093% of 390,000 active; note: potency is the fitted concentration of half-maximal effect; % is set by controls: 0 for no effect and ±100 for the full control effect; nearly all actives have a fitted effect of over 65% in size
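IDH1-R132H (0.5 ug/mL dispensed) in pH 7.5 Tris buffer was preincubated 30 min with compound, then given a substrate mix of 0.016 mM NADPH and 2 mM alpha-KG for 80 min at room temperature; remaining NADPH was read by diaphorase/resazurin fluorescence.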
TrxR1 inh = rat TrxR1 inhibition. AID 588453. Potency, µM (titrated, usually from 114 µM), for inactives: at the highest dose activity change, negative = inhibition, most hits filed as inhibitors. recombinant rTrxR1, NADPH fluorescence consumption, selenite substrate. 1% of 390,000 active; note: potency is the fitted concentration of half-maximal effect; % is set by controls: 0 for no effect and ±100 for the full control effect; nearly all actives have a fitted effect of over 65% in size
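Rat TrxR1 (90 nM in the dispensed reagent) was pre-reduced with 400 uM NADPH for 5 min at room temperature, then incubated with compound for 15 min. After 400 uM selenite was added, NADPH fluorescence (Ex 340/Em 450 nm) was followed for 8 min.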
GLS inhibitor = blocks human kidney-isoform glutaminase activity | O94925 | GLS enzymatic activity, qHTS titration | 0.21% of 410,000 active | AID 624170 | Potency, µM (top dose mostly 45.5 µM), for inactives: at the top dose activity change, negative = inhibition, most hits filed as inhibitors; note: potency is the fitted concentration of half-maximal effect; % is set by controls: 0 for no effect and ±100 for the full control effect
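hKGA in 45 mM KH2PO4 pH 8.2, 0.02% Tween-20 with pin-transferred compounds; 1 mM L-glutamine (stock) plus glutamate oxidase/HRP/Amplex Red coupling added. Fluorescence read initially and after 30 min at RT.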
Pin1 inhibitor = inhibitors of human Pin1; Q13526; Pin1 FP peptide displacement, HiFluor488, 10 min; Potency, µM (top dose mostly 115 µM), without a hit: at the top dose activity, negative = inhibition, usual class: inhibitors; 0.009% of 390,000 active; AID 504891; active = well fitted inhibition curve with a large enough effect in the polarisation, with a control signal flat, not every such curve was filed as active; inconclusive = small, poorly fitted or top-dose-only effect, or effect the other way, or a change in a side signal; inactive = no such curve, though single readings can be large or run the other way; the % refers to the polarisation; note: potency is the fitted concentration of half-maximal effect; % is set by controls: 0 for no effect and ±100 for the full control effect
Target sequence (Q13526 whole entry, looked up): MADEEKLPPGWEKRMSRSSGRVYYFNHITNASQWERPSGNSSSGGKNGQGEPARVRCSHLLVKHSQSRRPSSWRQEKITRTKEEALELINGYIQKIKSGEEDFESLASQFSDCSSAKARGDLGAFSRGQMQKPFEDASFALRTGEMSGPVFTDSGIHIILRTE
* = called active by the depositor; i = inactive; ? = inconclusive; . = no result given; & = joins results of further samples; [ ] = another dose, or the depositor's remark. Unless noted, calls come from the whole dose curve; as a rule, active = well fitted curve in the direction sought with a large enough effect; inconclusive = small, poorly fitted or top-dose-only effect, or another doubt; inactive = no such curve, though single readings can be large; an effect the other way counts as inactive or inconclusive. This is a subset; count on the stated rates, not on these rows.

SMILES | USP1-UAF1 inh | PI4K2A inh | TrxR1 substrate | HP1b binding inh | Tb PGK inh | IDH1 R132H inh | TrxR1 inh | GLS inhibitor | Pin1 inhibitor
CC1(C)C2CCC1(CS(=O)(=O)NCc1ccc(Cl)cc1Cl)C(=O)C2 (centres undefined) | 1% | -4 | 8%[0.0914 µM] | 68%[activator] | -2% | 18% | 8%[57.1 µM] | -2% | 3%
CCOc1ccc(NC(=S)NC(=O)Cc2ccccc2)cc1 | -20% | -1 | -12% | 39% | -3% | -10% | -9% | -1% | ?
C=CCc1c(C)nc(SC)nc1Nc1ccc(C(C)=O)cc1 | -4% | 0 | 3%[57.1 µM] | 31% | -3% | -17% | 6%[57.1 µM] | 15% | 3%
COc1ccc(C(=O)OCC(=O)c2ccccc2)cc1S(=O)(=O)N1CCOCC1 | -4% | 2 | 8% | 10% | 7% | -6% | 28% | 17% | 2%
O=C(CSc1ncn[nH]1)NCc1ccc(Cl)cc1 | -14% | 6 | 1%[0.457 µM] | -1% | 3% | -5% | 4% | 0% | -7%
Cc1nnc(SCC(=O)Nc2ccc3c(c2)OCO3)[nH]c1=O | -3% | 6 | 6%[57.1 µM] | -24% | 4% | -10% | 3%[57.1 µM] | 27% | 0%
c1ccc2c(c1)-c1cccc3cncc-2c13 | -9% | 1 | 12%[57.1 µM] | 129%[activator] | 7% | 18% | 4%[57.1 µM] | -14% | 6%
CSc1cccc(NC(=O)c2cnn3ccccc23)c1 | -13% | 1 | -2% | 10% | -8% | 2% | 12% | -2% | -2%
COc1ccc(Br)cc1C(=O)Nc1cccc2ncccc12 | -14% | -3 | 6% | 56%[activator] | i | 4% | 28% | 2% | 3%
COc1ccccc1CNC(=O)COC(=O)c1ccc(N2CCCC2=O)cc1 | -10% | 8 | 1% | 44%[activator] | -1% | 2% | 6% | -9% | -2%
CNC(=O)c1c(NC(=O)c2ccc(S(=O)(=O)N3CCCCC3C)cc2)sc2c1CCN(C)C2 (centres undefined) | -26% | 2 | 2% | 29% | 8% | -6% | 24% | 9% | ?
O=C(Cn1ccc2cc(S(=O)(=O)N3CCCC3)ccc21)NCCc1ccccc1 | -12% | 1 | 4% | 37%[activator] | i | 9% | 8% | -1% | -2%
COc1ccc(C2c3[nH]c4ccccc4c3CCN2CCCn2cccn2)c(C)c1C (centres undefined) | ? | -23 | 60% | -17% | -9% | 2% | 27%[57.1 µM] | -6% | ?
O=C(c1ccc2c(=O)n(CC3CCCO3)c(=S)[nH]c2c1)N1CCN(c2ccccc2)CC1 (centres undefined) | -7% | 2 | -7% | 22% | i | 20% | -13% | 25% | -7%
COc1ccc2nc(C)cc(SCC(=O)Nc3c(C)cccc3C)c2c1 | 4% | -1 | 10%[57.1 µM] | 13% | -3% | 6% | 16%[57.1 µM] | 18% | ?
CCCc1nc2c(C)cc(-c3nc4ccccc4n3C)cc2n1Cc1ccc(-c2ccccc2C(=O)O)cc1 | -20% | 3&-3 | 54%[activator] | 17% | -9% | -24% | 21% | 6%&9% | -5%
COc1ccc(S(=O)(=O)N2CCN(C(=O)CNC(=O)c3ccc4c(c3)OCO4)CC2)cc1 | -12% | -3 | -8% | 27% | -9% | 1% | -6% | -2% | -3%
Cc1ccccc1C(=O)Nc1cccc(C(=O)Nc2ccccc2C(=O)O)c1 | -11% | -1 | -2%[2.29 µM] | 40%[activator] | -2% | 15% | 12% | -2% | -7%
COc1cc(/C=C2\N=C(C)OC2=O)cc(OC)c1OC | -22% | -19 | 5% | 8% | -8% | 3% | 45µM* | 13% | -1%
CCSC1=N/C(=C\c2ccc3c(c2)OCO3)C(=O)S1 | 3% | 9 | -3% | 182%[activator] | 1% | 3% | 12% | 2% | -8%
CSc1cccc(NC(=O)c2cc(S(=O)(=O)N3CCCC3)cn2C)c1 | -19% | -4 | 4%[57.1 µM] | 19% | 4% | 1% | 7%[57.1 µM] | 2% | -3%
CCN(CC)C(=O)CC1(c2ccccc2OC)CCOC(C(C)C)C1 (centres undefined) | -22% | -2 | -4% | 61%[activator] | 0% | 1% | -8% | 5% | -1%
CN(CC(=O)OCC(=O)NCc1ccccc1)S(=O)(=O)c1ccc(Cl)cc1 | -5% | 0 | 9% | 25% | -9% | 4% | 10%[57.1 µM] | 1% | -3%
COc1ccccc1CNC(=O)c1ccc2c(c1)CCN2S(=O)(=O)c1ccccc1 | -14% | -2 | -2% | 16% | -7% | 14% | 18% | 2% | 3%
COCCn1c(SCC(=O)Nc2nnc(C)s2)nnc1-c1ccoc1C | 3% | 67 | 3%[57.1 µM] | 11% | 3% | 3% | 11%[57.1 µM] | 2% | 0%

Additional entries:
SMILES | USP1-UAF1 inh | PI4K2A inh | TrxR1 substrate | HP1b binding inh | Tb PGK inh | IDH1 R132H inh | TrxR1 inh | GLS inhibitor | Pin1 inhibitor
CC(=O)c1ccc(S(=O)(=O)N2CCN(C(=O)CSC(=S)N3CCCC3)CC2)cc1 | -19% | 4 | -3% | 7% | -4% | -3% | 5% | 4% | 12%
CCOC(=O)N1CCN(S(=O)(=O)c2c(C(=O)N3CCCCC3)c(C)n(C)c2C)CC1 | 1% | 10 | 2%[57.1 µM] | 57%[activator] | 7% | -13% | 4%[57.1 µM] | 3% | 8%
NC(=O)c1ccc(NC(=O)CCc2nc3sc4c(c3c(=O)[nH]2)CCCC4)cc1 | -18% | -6 | -3% | 9% | -1% | 5% | 4% | -9% | 39%[activator]
COc1cccc(NC(=O)CSc2nc(C)cs2)c1 | -10% | 4 | 7%[57.1 µM] | 24% | -2% | 4% | 8%[57.1 µM] | 7% | -9%
CC1CCN(C(=O)CSc2nnc(-c3ccccc3F)o2)CC1 | -20% | -4 | 8% | ? | i | 4% | 14% | 4% | -4%
CC(=O)n1c(C=Nc2ccccc2)c(O)c2ccccc21 | -6% | -26 | 2%[57.1 µM] | 113%[activator] | 1% | 5% | -3%[57.1 µM] | 8% | 28%
CCC(CO)Oc1cc(NCc2cccc(C)c2)c2ncn(C(C)C)c2c1 (centres undefined) | ? | -11 | -8%[57.1 µM] | 30% | i | -1% | -10%[57.1 µM] | 21% | 13%
COc1cccc(OCC(=O)NNC(=O)C(=O)Nc2ccc(OC)cc2OC)c1 | -25% | -2 | -4% | 44%[activator] | -1% | 8% | 10% | -2% | -22%
COc1ccc(C(=O)Nc2cccc3c2CCCC3)cc1 | -11% | 1 | -4% | 29% | -5% | -10% | 29%[11.4 µM] | -9% | 13%
CC(C)c1ccc2c(c1)c(SC(C)(C)C)c(CC(C)(C)C(=O)O)n2Cc1ccc(Cl)cc1 | ? | 0&3 | ? | 14% | ? | 37%[activator] | ? | 3% | .
COc1ccc(Nc2nnc(-c3cc4cc(Cl)ccc4oc3=O)s2)cc1 | -2% | -3 | 2% | 37% | . | . | 5% | -1% | 3%
CCOC(=O)Cn1cnc2sc(C(=O)OC)c(C)c2c1=O | -21% | -5 | -4% | 39%[activator] | 2% | -8% | 11% | 2% | 3%
O=C(Nc1ccccc1F)c1cccc(C(=O)Nc2ccccc2F)c1 | -36% | -8 | -12% | 4% | 3% | -1% | -24% | -19% | -2%
NC(=O)C1C2C=CC(C2)C1c1ccccc1 (centres undefined) | 4% | 0 | 7%[57.1 µM] | 19%[57 µM] | -2% | 3% | 16%[57.1 µM] | -4% | -1%

Another view of part of the listing above:
USP1-UAF1 inh	PI4K2A inh	TrxR1 substrate	HP1b binding inh	Tb PGK inh	IDH1 R132H inh	TrxR1 inh	GLS inhibitor	Pin1 inhibitor	smiles
-14%	-3	6%	56%[activator]	i	4%	28%	2%	3%	COc1ccc(Br)cc1C(=O)Nc1cccc2ncccc12
-10%	8	1%	44%[activator]	-1%	2%	6%	-9%	-2%	COc1ccccc1CNC(=O)COC(=O)c1ccc(N2CCCC2=O)cc1
-26%	2	2%	29%	8%	-6%	24%	9%	?	CNC(=O)c1c(NC(=O)c2ccc(S(=O)(=O)N3CCCCC3C)cc2)sc2c1CCN(C)C2 (centres undefined)
-12%	1	4%	37%[activator]	i	9%	8%	-1%	-2%	O=C(Cn1ccc2cc(S(=O)(=O)N3CCCC3)ccc21)NCCc1ccccc1
